AMA1 RON2 block: AMA1-RON2 (P. falciparum) interaction inhibition | AlphaScreen AMA1-biotinylated RON2 peptide binding | Potency, µM (series often up to 58.2 µM), for inactives: at the top dose activity change, negative = inhibition, actives largely listed as inhibitors | 0.2% of 360,000 active;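 note: potency is the fitted concentration of half-maximal effect; 0% = vehicle wells and -100% = peptide control; nearly all actives have a fitted effect of over 45% in size; some results filed as inactive show a strong effect at the top dose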
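AMA1 (3D7) with his tag at 25 nM final met compounds first, then biotinylated RON2 peptide at 25 nM; detection used donor plus acceptor beads, 10 µg/mL apiece, read by AlphaScreen after 30 min at room temperature.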
TbPYK inhibitor: inhibitors of Trypanosoma brucei pyruvate kinase | AID 624173 | 0.12% of 410,000 active | Potency, µM (series often up to 76.8 µM), for the others: top-dose activity, negative = inhibition, usual class: inhibitors | TbPYK enzyme, Kinase-Glo Plus ATP luminescence, 45 min | Q57TT1; note: potency is the fitted concentration of half-maximal effect; % is set by controls: 0 for no effect and ±100 for the full control effect; nearly all actives have a fitted effect of over 50% in size
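Luminescent Kinase-Glo Plus end-point after 45 min room-temperature reaction of T. brucei pyruvate kinase started with 130 uM ADP (final). Buffer TEA 50 mM pH 7.2 with KCl, MgCl2, BSA, Tween-20; titration-based qHTS with fitted concentration-effect curves.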
Shiga toxin inh: inhibitors of Shiga toxin in Vero cells. Vero cells, Shiga toxin protein synthesis inhibition reporter. inhibition, % at 38.7 µM. 9.2% of 290,000 active. AID 2315; in the data active = inhibition mostly above about 28%, no sharp cut-off; inactive = mostly below about 43%; note: 0% is about no effect
LmPK inhibitor: blocks Leishmania mexicana pyruvate kinase activity. Q27686. purified LmPK, Kinase-Glo ATP luminescence, 1 h. Potency, µM (series often up to 57.5 µM), inactives show at the highest dose activity change, negative = inhibition, most hits filed as inhibitors. 0.37% of 290,000 active; note: potency is the fitted concentration of half-maximal effect; % is set by controls: 0 for no effect and ±100 for the full control effect
Target sequence (Q27686 whole entry, looked up): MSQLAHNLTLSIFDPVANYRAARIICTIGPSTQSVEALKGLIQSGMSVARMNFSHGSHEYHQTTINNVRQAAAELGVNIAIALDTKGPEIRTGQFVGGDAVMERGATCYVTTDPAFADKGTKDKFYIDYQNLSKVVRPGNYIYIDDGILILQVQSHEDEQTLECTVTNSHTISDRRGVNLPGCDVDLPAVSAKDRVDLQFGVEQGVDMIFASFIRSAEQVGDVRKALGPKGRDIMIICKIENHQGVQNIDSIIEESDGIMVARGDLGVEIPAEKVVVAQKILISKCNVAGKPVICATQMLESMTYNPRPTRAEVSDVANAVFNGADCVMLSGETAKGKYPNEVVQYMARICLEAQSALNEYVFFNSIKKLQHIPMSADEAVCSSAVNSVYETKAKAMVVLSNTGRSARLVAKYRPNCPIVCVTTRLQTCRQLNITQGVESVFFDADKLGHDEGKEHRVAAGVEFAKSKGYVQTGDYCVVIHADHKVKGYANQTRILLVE
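Kinase-Glo luminescence read after 1 h RT reaction of 0.1 nM LmPK with 0.5 mM PEP and 0.1 mM ADP. Activity scaled between uninhibited and enzyme-free controls.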
Pf growth 48h: P. falciparum growth inhibition at 48 hours (one generation). P. falciparum luciferase growth in erythrocytes, 48 h. Potency, µM (top dose mostly 28.7 µM), inactives show top-dose activity change, negative = inhibition, hits mostly inhibitors. 5.9% of 310,000 active; note: potency is the fitted concentration of half-maximal effect; % is set by controls: 0 for no effect and ±100 for the full control effect
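Luciferase-expressing P. falciparum in infected erythrocytes (2% hematocrit, 0.1% parasitemia final) in RPMI 1640/0.5% Albumax were exposed to compound for 48 hours at 37 C, 5% CO2; growth read as luminescence.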
Cycloheximide cs: affects cycloheximide protein synthesis inhibition readout, counter-screen | cell reporter, cycloheximide protein synthesis inhibition counterscreen | max response, % | 12% of 300,000 active | AID 2314; in the data active = max response mostly above about 13%, no sharp cut-off; inactive = mostly below about 14%; note: read at 38.3 µM for the half of the compounds with a filed dose; 0% is about no effect
Pf growth 96h: P. falciparum growth inhibition at 96 hour, primary screen for plastid delayed-death inhibitors; P. falciparum luciferase reporter growth, 96 h; Potency, µM (highest dose often 28.7 µM), for the others: at the highest dose activity change, negative = inhibition, hits mostly inhibitors; 6.9% of 320,000 active; AID 504834; note: potency is the fitted concentration of half-maximal effect; % is set by controls: 0 for no effect and ±100 for the full control effect
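Plates of compound plus infected erythrocytes (2% hematocrit, 0.05% parasitemia final) incubate 96 hours, 37 C, 5% CO2. Detection reagent added; reduced luminescence from the parasites' luciferase reporter flags inhibition.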
The depositor's hits bear a star; ? = inconclusive; nt = not tested or not shown; [ ] = remark or other dose. Unless noted, calls come from the whole dose curve; as a rule, active = well fitted curve in the direction sought with a large enough effect; inconclusive = small, poorly fitted or top-dose-only effect, or another doubt; inactive = no such curve, though single readings can be large; an effect the other way counts as inactive or inconclusive.

The opening five entries, ahead of the listing:
SMILES | AMA1 RON2 block | TbPYK inhibitor | Shiga toxin inh | LmPK inhibitor | Pf growth 48h | Cycloheximide cs | Pf growth 96h
CC(C(=O)O)N1C(=O)CSc2ncccc21 (centres undefined) | -5% | 0% | -6 | 2% | 0% | -3 | ?
Cc1ccc(-c2noc(C3CCCN(S(=O)(=O)c4ccc(S(=O)(=O)N(C)C)cc4)C3)n2)o1 (centres undefined) | -5% | -5% | 27 | 10% | nt | 6 | ?
COc1ccc(/C=C2\OC(=O)c3c(OC)cccc32)cc1OC | 40%[activator] | 2% | 54 | -13% | 11% | 38* | 29%
O=C(CN1C(=O)CCC1=O)Nc1ccc(S(=O)(=O)N2CCOCC2)cc1 | -3% | 1% | -15 | 4% | -4% | -2 | -6%
CN(CCOc1ccc(Cl)c(Cl)c1)Cc1ccccc1 | ? | -11% | nt | 5% | 7% | -3 | ?

This part in full, from the first entry:
SMILES | AMA1 RON2 block | TbPYK inhibitor | Shiga toxin inh | LmPK inhibitor | Pf growth 48h | Cycloheximide cs | Pf growth 96h
CC(C(=O)O)N1C(=O)CSc2ncccc21 (centres undefined) | -5% | 0% | -6 | 2% | 0% | -3 | ?
Cc1ccc(-c2noc(C3CCCN(S(=O)(=O)c4ccc(S(=O)(=O)N(C)C)cc4)C3)n2)o1 (centres undefined) | -5% | -5% | 27 | 10% | nt | 6 | ?
COc1ccc(/C=C2\OC(=O)c3c(OC)cccc32)cc1OC | 40%[activator] | 2% | 54 | -13% | 11% | 38* | 29%
O=C(CN1C(=O)CCC1=O)Nc1ccc(S(=O)(=O)N2CCOCC2)cc1 | -3% | 1% | -15 | 4% | -4% | -2 | -6%
CN(CCOc1ccc(Cl)c(Cl)c1)Cc1ccccc1 | ? | -11% | nt | 5% | 7% | -3 | ?
O=C(Nc1nnc(SCC(=O)N2CCCCC2)s1)C1CCCCC1 | 17% | ? | 13 | -1% | 0% | 4 | nt
Cc1nonc1C1CCCN1Cc1nc(-c2ccccc2Cl)oc1C (centres undefined) | -10% | 4% | -4 | -4% | ? | -2 | 100%[activator]
Cc1nc2ccccc2n1-c1ccccc1 | -14% | -8% | -1 | -7% | -1% | -2 | -16%
Cc1c(C(=O)NNc2cc(=O)n(C)c(=O)n2C)cccc1[N+](=O)[O-] | -3% | 1% | 6 | 2% | -24% | -2 | 6%
COc1ccc2nc(NC(=O)CSc3ccccc3)sc2c1 | -2% | 4% | 138* | 6% | nt | 57* | 5%
O=c1ccc(-c2ccccc2)n[nH]1 | 4% | -3% | -15 | 1% | 7% | -4 | nt
COCCn1nnnc1CN(CCCN1CCOCC1)Cc1cc2c(C)ccc(C)c2[nH]c1=O | -3% | -2% | -8 | 1% | 6% | 0 | 12%
COc1ccccc1NS(=O)(=O)c1ccc(C)c(C(N)=O)c1 | 11% | -8% | -5 | 5% | 16% | -1 | 5.2µM*
O=C(NC1CCCC1)c1ccc([N+](=O)[O-])s1 | 7% | 1% | 11 | 5% | 1% | 10 | 10µM*
COC(=O)Cc1ccc(NC(=S)Nc2ccc(N3CCOCC3)cc2)cc1 | ? | 0% | -3 | 2% | -2% | -3 | ?
O=C1CCN(CCc2ccccc2)CCN1[C@H](CO)c1ccccc1 | -2% | 2% | -4 | -5% | ? | -1 | ?
CCOCC(=O)N1CCN(c2ccc([N+](=O)[O-])cc2)CC1 | -1% | 1% | -15 | 2% | 5% | -3 | -2%
Cn1nc(C(F)(F)F)c(C(=O)Nc2ccc(F)cc2F)c1Cl | 11% | -17% | -25 | 4% | -5% | -1 | 11%
COc1ccc(S(=O)(=O)N(CC(=O)Nc2cccnc2)c2ccccc2OC)cc1 | 0% | 0% | -8 | 8% | ? | -3 | nt
CC(=O)Nc1ccc(S(=O)(=O)N2CCN(C(=O)CCC3CCCC3)CC2)cc1 | -17% | 0% | -4 | 3% | -15% | 1 | 35%[activator]

2 compounds picked at random from the list so far, as already listed:
SMILES | AMA1 RON2 block | TbPYK inhibitor | Shiga toxin inh | LmPK inhibitor | Pf growth 48h | Cycloheximide cs | Pf growth 96h
O=C1CCN(CCc2ccccc2)CCN1[C@H](CO)c1ccccc1 | -2% | 2% | -4 | -5% | ? | -1 | ?
CCOCC(=O)N1CCN(c2ccc([N+](=O)[O-])cc2)CC1 | -1% | 1% | -15 | 2% | 5% | -3 | -2%

Continuation.
SMILES | AMA1 RON2 block | TbPYK inhibitor | Shiga toxin inh | LmPK inhibitor | Pf growth 48h | Cycloheximide cs | Pf growth 96h
O=C1C2C3C=CC(CC3)C2C(=O)N1/N=C/c1ccc(O)cc1 (centres undefined) | 9% | -6% | 35 | -6% | 2% | 24 | 28%
CC1Cc2ccccc2N1C(=O)CCN1C(=O)C2C3C=CC(C3)C2C1=O (centres undefined) | -10% | 17% | 2 | 1% | 8% | 14 | 9%
CCCNS(=O)(=O)c1ccc(CCC(=O)NCC2CCCO2)cc1 (centres undefined) | -6% | 1% | 4 | -4% | 2% | -1 | 16%
O=C(Nc1ccc(NC(=O)c2ccc([N+](=O)[O-])o2)cc1Cl)c1ccco1 | 8% | -6% | -4 | -6% | 12µM* | -2 | 19%
O=C(/C=C/c1ccccc1[N+](=O)[O-])NCc1ccc(Cl)cc1 | 0% | -4% | 32 | 2% | -2% | -1 | 0%
CCNC(=S)NN=C1c2ccccc2-c2ccccc21 | 1% | 5% | 4 | 3% | -19% | 2 | 4.7µM*
COc1cc(OC)cc(C(=O)NCC2CCCN(C(=O)c3csc(C)n3)C2)c1 (centres undefined) | 0% | 7% | -6 | 1% | 8% | 1 | ?
Cc1cc(C)c(C#N)c(SCC(=O)N(CC(C)C)C2CCS(=O)(=O)C2)n1 (centres undefined) | 7% | -17% | nt | nt | -10% | nt | -13%
CS(=O)(=O)N(CC(=O)N1CCOCC1)c1cccc(Cl)c1Cl | -3% | 1% | 2 | -1% | 1% | 4 | ?
O=C(O)CCn1cc(/C=C2/NC(=S)N(c3ccccc3)C2=O)c(-c2ccccc2)n1 | 26% | -17% | -6 | 1% | -14% | -2 | 3.7µM*
O=C(Nc1ccccc1)Nc1nnc(Cc2ccc([N+](=O)[O-])cc2)s1 | 2% | -2% | 7 | 3% | ? | 14 | 12%
COc1cc(/C=N\n2nnnc2N)ccc1OCc1ccc(F)cc1 | -8% | 4% | -5 | 1% | -25% | 33 | ?
CCOC(=O)C1CCCN(C(=S)Nc2ccc(F)cc2)C1 (centres undefined) | 2% | 4% | -5 | 4% | 9% | -3 | -22%
COc1cc(NC(=O)Cn2c(-c3cncs3)nc3ccccc32)cc(OC)c1OC | -6% | 2% | 12 | 5% | 2.3µM* | 11 | 18%
O=c1[nH]c(=O)n(Cc2ccccc2)c(O)c1/C=C1\C=Nc2ccccc21 | -7% | -3% | -20 | 0% | -7% | -2 | -52%[5.75 µM]
COCC1CCN(C(=O)c2cc(COc3ccc(F)cc3F)on2)C1 (centres undefined) | -6% | -3% | 39 | -5% | 6% | 20* | -2%
CCOC(=O)CC(N)c1cccc([N+](=O)[O-])c1 (centres undefined) | 0% | 3% | -15 | -1% | -24% | 9 | 52%[activator]
Brc1c(OCCOCCn2cncn2)ccc2ccccc12 | 2% | -16% | 27* | 0% | 71%[activator] | 20* | ?
O=C(/C=C/c1ccccc1[N+](=O)[O-])Nc1ccc(S(=O)(=O)Nc2ncccn2)cc1 | -5% | 1% | 3 | 1% | ? | 1 | ?
COc1ccc(NC(=O)C(Cc2cc(C)cc(C)c2)C(C)C(=O)O)cc1 (centres undefined) | -8% | 5% | -5 | -2% | -2% | -4 | ?
Cc1cc(C(=O)Nc2ccon2)c(C)o1 | -10% | 4% | 13 | -3% | 2%[5.75 µM] | 12 | ?
O=C(O)c1cc(NC(=O)c2cccc(F)c2)cc(NC(=O)c2cccc(F)c2)c1 | 6% | 5% | -11 | -3% | -3% | 0 | 4%
COc1ccccc1N(CN1CCCC1=O)C(=O)c1ccccc1F | 11% | -3% | 0 | 4% | 0% | -4 | nt
Cc1ccc(C)c(-n2c(SCC(=O)Nc3nonc3C)nnc2-c2ccoc2C)c1 | -2% | -3% | 12 | 0% | ? | -1 | -7%
Cc1cccc(NC(=O)CCOc2ccccc2)c1C | 1% | -5% | 1 | 4% | 27% | 9 | 25%
CC(C)C(C(=O)N1CCN(C(=O)OC(C)(C)C)CC1)n1cc(-c2cn([C@@H](C)C(=O)N3CCN(C(=O)OC(C)(C)C)CC3)nn2)nn1 (some centres undefined) | nt | nt | -1 | 5% | -8% | -4 | -11%
COc1cccc(/C=N/NC(=O)COc2cccc3cccnc23)c1O | 41%[activator] | -5% | 32* | -1% | ? | 19 | 1%
Cc1cc(C)cc(OCC(=O)Nc2cccc(C(=O)O)c2)c1 | 4% | -19% | 4 | -6% | nt | 0 | 77%[activator]
Cc1ccc(NC(=S)NN2CCN(C)CC2)c(C)c1 | 5% | 0% | 11 | 1% | 2% | -4 | -21%
Cc1ccc(OCC(=O)N(Cc2ccc(N(C)C)cc2)C2CCS(=O)(=O)C2)cc1 (centres undefined) | -12% | -1% | -5 | 0% | -19% | -2 | -19%
CCn1c(Sc2ccc([N+](=O)[O-])cn2)nnc1-c1ccco1 | 25% | -19% | 15 | 0% | ? | 8 | -18%
COCCn1c(N)c(N(Cc2ccccc2)C(=O)Cc2ccccc2F)c(=O)[nH]c1=O | -1% | 7% | -7 | -2% | 4% | -3 | ?
Cc1ccc(CNC(=O)c2ccc(N3CCC4(CC3)CC(c3ccccc3)=NO4)c(NC(=O)c3ccco3)c2)cc1 | -6% | -4% | -10 | -2% | ? | -2 | 1µM*
Nc1nc(Cl)nc2c1ncn2[C@@H]1O[C@H](CO)[C@H](O)C1F (some centres undefined) | nt | 7% | nt | nt | -7% | nt | -17%
Oc1ccccc1/C=N/Nc1cc(N2CCCC2)nc(N2CCCC2)n1 | -9% | 6% | 30 | 0% | 2.1µM* | 12* | 173%[activator]
CCNCc1cc([N+](=O)[O-])ccc1OCC | 4% | 1% | -13 | 1% | -6% | -2 | -4%
O=C(c1ccccc1)N1CCN(CC2CC=CCC2)CC1 (centres undefined) | -25% | -3% | -12 | -13% | 14% | -2 | nt
CCOC(=O)c1c(/N=C/c2ccc(C)cc2O)sc2c1CCC2 | 6% | -5% | 3 | -6% | 6% | 0 | 37%[activator]
CCC(=O)c1ccc(OCC(=O)c2ccc3c(c2)NC(=O)CO3)cc1 | 14% | 0% | -4 | 3% | 8% | -2 | 35%[activator]

Compounds as they come. Share with any hit: about 21%.
